ERAP1 inh – inhibitors of human ERAP1 aminopeptidase; recombinant ERAP1, Leu-AMC fluorescence, 60 min; hit rate 0.15% among 340,000; AID 652197; inhibition, % at 10.7 µM;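 active = mean replicate inhibition of at least 30%, or all replicates individually reaching that 30% level; inactive = mean below 30% and not every replicate reaching it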;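 also: 0% = neutral control wells and 100% = L-leucinethiol positive control wells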
DENV2 CPE rescue – DENV2-induced cell death inhibition; DENV2-infected cells, cytopathic effect rescue, plate reader; CPE inhibition, % at 9.99 µM; hit rate 1.7% among 350,000; AID 651640; in the data active = CPE inhibition above about 20%, passing the limit was not always enough; inconclusive = no clear call, values can overlap the other calls; tested in BHK-21 cells;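 also: 0% = median of neutral control wells and 100% = median of positive control wells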
ERp5 block – inhibitors of human ERp5; hit rate 0.05% among 350,000; AID 651711; inhibition, % at 9.99 µM; ERp5 insulin aggregation, absorbance 650 nm, 90 min;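 active = mean replicate inhibition above about 25%, with every replicate also reaching it, limit read from the data, passing the limit was not always enough; inconclusive = only one of those two criteria met; inactive = neither criterion met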
Target sequence (Q15084 whole entry, looked up): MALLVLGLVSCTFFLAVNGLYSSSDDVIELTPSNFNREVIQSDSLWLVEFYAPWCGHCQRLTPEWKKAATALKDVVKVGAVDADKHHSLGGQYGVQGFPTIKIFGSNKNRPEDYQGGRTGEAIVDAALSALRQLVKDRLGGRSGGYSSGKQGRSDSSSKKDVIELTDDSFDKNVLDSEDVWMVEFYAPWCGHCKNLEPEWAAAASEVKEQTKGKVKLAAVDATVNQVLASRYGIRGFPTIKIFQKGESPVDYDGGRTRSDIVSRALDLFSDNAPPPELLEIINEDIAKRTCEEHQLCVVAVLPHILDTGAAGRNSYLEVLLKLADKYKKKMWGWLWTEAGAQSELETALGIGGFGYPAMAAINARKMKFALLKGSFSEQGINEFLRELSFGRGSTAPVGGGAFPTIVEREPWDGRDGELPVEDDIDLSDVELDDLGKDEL
miR122 inh – miR-122 inhibition in Huh7 cells; AID 602342; activation (reporter increase), % at 12.5 µM; Huh7 miR-122 Renilla luciferase sensor, 48 h; neutral wells = 0, positive control = 100; hit rate 0.3% among 340,000;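 active = mean replicate activation score at least 90 and every replicate individually at or above 90; inconclusive = only one of the two criteria met; inactive = neither criterion met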;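 also: higher luciferase means less miR-122 activity so hits act as miR-122 inhibitors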
F508del corr – CFTR F508del correction in bronchial cells; CFBE cells, YFP halide quenching; stimulated with forskolin plus potentiator P3; % fluorescence drop versus neutral controls; activity (quench increase), % at 7.58 µM; hit rate 0.36% among 350,000; AID 720511;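 active = mean added fluorescence quench of at least 8% versus neutral control, with both replicates also reaching 8%; inconclusive = only one of the mean or replicate conditions met; inactive = mean below 8% and not both replicates reaching 8%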;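 also: cells transiently co-express mutant CFTR-F508del with the halide-sensitive YFP; corrector assay measuring rescue of mutant channel to the surface after 24 h compound exposure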
CASP6 VEID inh – caspase-6 (human) enzyme inhibition; hit rate 0.53% among 350,000; inhibition, % at 12.5 µM; purified caspase-6, Z-VEID-R110 cleavage fluorescence; P55212;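 active = mean inhibition across replicates at least about 35%, with every replicate also reaching that limit, limit read from the data; inconclusive = only one of the two criteria met; inactive = neither criterion met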;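 also: 0% = median of neutral control wells and 100% = no fluorescence left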
Target sequence (P55212 24-179 limits assumed): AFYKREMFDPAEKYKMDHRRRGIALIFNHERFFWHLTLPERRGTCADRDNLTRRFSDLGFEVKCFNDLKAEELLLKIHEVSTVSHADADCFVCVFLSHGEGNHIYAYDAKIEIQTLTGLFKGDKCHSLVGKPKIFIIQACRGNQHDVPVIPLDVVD
Target sequence (P55212 194-293 limits assumed): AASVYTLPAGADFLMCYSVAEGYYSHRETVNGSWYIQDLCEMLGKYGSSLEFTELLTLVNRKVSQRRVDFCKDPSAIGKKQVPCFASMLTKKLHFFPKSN
SIRT5 inh – sirtuin-5 (human) deacylase inhibition; Purified SirT5, succinyl-peptide AMC, trypsin-coupled fluorescence; inhibition, % at 15 µM; hit rate 1.1% among 330,000; AID 652115; in the data active = inhibition above about 15%; inconclusive = no clear call, values can overlap the other calls
Target sequence (Q9NXA8 whole entry, looked up): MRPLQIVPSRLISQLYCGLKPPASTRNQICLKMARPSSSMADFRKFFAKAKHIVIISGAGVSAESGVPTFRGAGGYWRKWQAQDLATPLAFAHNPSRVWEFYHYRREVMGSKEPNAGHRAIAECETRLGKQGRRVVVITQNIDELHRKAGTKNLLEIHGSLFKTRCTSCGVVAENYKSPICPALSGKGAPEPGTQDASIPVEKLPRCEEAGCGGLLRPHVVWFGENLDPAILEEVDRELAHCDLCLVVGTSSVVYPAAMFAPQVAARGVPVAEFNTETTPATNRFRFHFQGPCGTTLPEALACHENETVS
* hit, by the source's call; ? = inconclusive; . = no result given; & = joins results of further samples; ! = a repeat was not active; [ ] = dose if it differs, or a comment. Compounds were not picked by outcome. About 4% of those tested had a hit in this group.

SMILES | ERAP1 inh | DENV2 CPE rescue | ERp5 block | miR122 inh | F508del corr | CASP6 VEID inh | SIRT5 inh
O=C(NCc1ccccc1)[C@@H]1CCCN1C(=O)[C@H]1CCCN1C(=O)c1cccc2ccccc12 | -4 | -7 | -4 | . | 2.2 | 3 | .
O=C(O)CC1(CC(=O)N2CCN(CCO)CC2)CCCC1 | -1 | -5 | 3 | . | -0.2 | -2 | -3
Cc1noc(C)c1S(=O)(=O)N(C)C[C@H]1OCCCC[C@@H](C)Oc2ccc(NC(=O)Nc3ccc(C(F)(F)F)cc3)cc2C(=O)N([C@@H](C)CO)C[C@H]1C | -1 | 1 | -3 | -8[16.7 µM] | 0.2 | 2 | 5
C[C@@H]1CN([C@@H](C)CO)S(=O)(=O)c2ccc(C#Cc3cccc(F)c3)cc2O[C@@H]1CN(C)S(=O)(=O)c1cn(C)cn1 | -2 | 3 | 1 | 27[16.7 µM] | -1.2 | -1 | 6
Nc1nc2ncccn2c1-c1ccccc1 | . | 10 | -1 | . | -3.7 | -1 | 1
CC(C)CC#Cc1ccc([C@@H]2[C@H]3CN(S(=O)(=O)Cc4ccccc4)CCCCN3[C@H]2CO)cc1 | 2 | 9 | -1 | 9[16.7 µM] | -1.3 | -5 | 0
OC(c1ccc(Cl)c(F)c1)c1ncc(-c2cccc(C(F)(F)F)c2)[nH]1 (stereo not given) | -2 | 1 | 6 | 41 | -1.0 | 0 | 2
Cn1c(SCC(=O)Nc2ccccc2Cl)nnc1C1CC1 | 3 | -4 | 2 | . | -1.5 | -1 | .
Cn1cc([N+](=O)[O-])c(C(=O)n2cccn2)n1 | -1 | -6 | 4 | . | -1.6 | 3 | -4
CCc1cccc(C)c1NC(=O)C1CCN(C(=O)c2ccc([N+](=O)[O-])cc2)CC1 | 7 | -3 | 0 | . | -1.0 | -2 | 2
CCOc1ccc(-n2c(=S)sc3c(=O)[nH]c(SCC(=O)C(C)(C)C)nc32)cc1 | -1 | -2 | -2 | 3 | -3.7 | 2 | 1
CN(CC1CCCN(CCc2cccc(C(F)(F)F)c2)C1)C(=O)c1ccc2nc[nH]c2c1 (stereo not given) | 1 | ? | 3 | 0 | 0.5 | -9 | 3
Cc1noc(C)c1NC(=O)N(C)C[C@H]1Oc2c(NC(=O)c3cnccn3)cccc2C(=O)N([C@H](C)CO)C[C@H]1C | 2 | -6 | -6 | 15[16.7 µM] | 2.2 | 0 | 1
CCOC(=O)N1CCN(C(=O)c2cc(COc3ccc(OC)cc3Cl)on2)CC1 | 1 | ? | 0 | 2 | 0.8 | 0 | 5
COc1cccc(-n2c(=O)c3sccc3n(CC(=O)NCC3CCCO3)c2=O)c1 (stereo not given) | -2 | 0 | -17 | -5 | -3.8 | 0 | -15
CCCN1CCC(NC(=S)Nc2ccc(C(=O)OCC)cc2)CC1 | 1 | -13 | 1 | . | -3.4 | -11 | -2
C[C@@H]1CN([C@@H](C)CO)C(=O)c2cc(NS(=O)(=O)c3cn(C)cn3)ccc2O[C@@H]1CN(C)Cc1ccc(C(=O)Nc2ccccc2N)cc1 | 2 | -4 | 0 | -9[16.7 µM] | -3.9 | 2 | .
CN(C)c1cc[n+](CC(=O)Nc2ccc(OC(F)F)cc2)cc1 | 107* | 1 | -4 | 0 | -0.7 | 2 | 4
O=C(NCC1CC1)[C@@H]1[C@@H](CO)[C@@H]2Cn3c(ccc(-c4ccccc4F)c3=O)[C@H]1N2Cc1cccnc1 | -2 | -1 | -2 | . | . | -2 | -5
O=C(NNC(=O)c1cccs1)c1ccc(Cl)cc1 | 0 | 7 | -5 | . | -1.7 | 0 | -1
C[C@@H]1CN([C@@H](C)CO)C(=O)c2cccc(NC(=O)C3CCOCC3)c2O[C@H]1CN(C)S(=O)(=O)c1cn(C)cn1 | . | -3 | 0 | 1[16.7 µM] | 1.3 | . | -24
C[C@H](CO)N1C[C@H](C)[C@H](CN(C)C(=O)Nc2ccccc2)Oc2ncc(C3=CCCC3)cc2C1=O | 1 | -11 | 1 | -10[16.7 µM] | -1.3 | 1 | -6
COCc1ccc(CN2CCC(C(=O)Nc3cccc(-c4cscn4)c3)CC2)o1 | -3 | -1 | 4 | 10 | 0.1 | -3 | -3
CCN(CC(=O)NC(=O)NCc1ccccc1)CC(=O)Nc1cc(Cl)ccc1C | -1 | -3 | 3 | 1 | -1.9 | 2 | 1
COc1cccc(N(C(=O)C2COc3ccccc3O2)C(C(=O)NC2CCCCC2)c2ccc(O)cc2)c1 (stereo not given) | -1 | 16 | 1 | . | 1.8 | -2 | -12

3 entries from above, with two lines to a compound.
Sequence of screens – ERAP1 inh, DENV2 CPE rescue, ERp5 block, miR122 inh, F508del corr, CASP6 VEID inh, SIRT5 inh
> CC(C)CC#Cc1ccc([C@@H]2[C@H]3CN(S(=O)(=O)Cc4ccccc4)CCCCN3[C@H]2CO)cc1
    2, 9, -1, 9[16.7 µM], -1.3, -5, 0
> OC(c1ccc(Cl)c(F)c1)c1ncc(-c2cccc(C(F)(F)F)c2)[nH]1 (stereo not given)
    -2, 1, 6, 41, -1.0, 0, 2
> Cn1c(SCC(=O)Nc2ccccc2Cl)nnc1C1CC1
    3, -4, 2, ., -1.5, -1, .

(continued)
SMILES | ERAP1 inh | DENV2 CPE rescue | ERp5 block | miR122 inh | F508del corr | CASP6 VEID inh | SIRT5 inh
COc1cc(/C=C(\CC(=O)O)c2nc3ccccc3s2)cc(OC)c1O | 8 | -1 | 6 | -4 | 1.3 | 1 | 3
COc1ccc(S(=O)(=O)N(C)C[C@H]2Oc3c(NC(=O)NC4CCCCC4)cccc3C(=O)N([C@H](C)CO)C[C@@H]2C)cc1 | 2&-3 | 70*! | 13&5 | -6[16.7 µM] | 2.4&6.4 | -3&0 | 6
CC(=O)N(C)C[C@H]1Oc2ncc(-c3ccc(C#N)cc3)cc2C(=O)N([C@@H](C)CO)C[C@@H]1C | -2 | ? | 5 | -5[16.7 µM] | -1.9 | -2 | -3
C[C@H](CO)N1C[C@H](C)[C@@H](CN(C)S(C)(=O)=O)Oc2c(NC(=O)Nc3ccc(F)cc3)cccc2C1=O | -4 | -6 | 1 | 4[16.7 µM] | 0.5 | 2 | -2
C[C@H](CO)N1C[C@H](C)[C@H](CN(C)Cc2ccccn2)Oc2cc(-c3ccccc3)ccc2S1(=O)=O | 3 | 11 | -1 | -1[16.7 µM] | 4.8 | 1 | 1
CN1C(=O)c2cc(NC(=O)C3CCCC3)ccc2OC[C@H]2O[C@H](CC(=O)NCC3CC3)CC[C@H]21 | -2 | -2 | 2 | -3[16.7 µM] | -2.0 | 6 | 2
C[C@@H]1CN([C@@H](C)CO)C(=O)c2cc(NC(=O)Nc3ccc(C(F)(F)F)cc3)ccc2O[C@@H]1CN(C)Cc1ccc(Cl)c(Cl)c1 | 1 | -10 | 14 | 3[16.7 µM] | 3.8 | -3 | 5
C[C@@H]1CN([C@@H](C)CO)S(=O)(=O)c2ccc(-c3ccc(C#N)cc3)cc2O[C@@H]1CN(C)Cc1ccccn1 | 3&3&5 | 2&-9&5 | 0&-3&-4 | 31 | 4.1&-0.6&2.5 | 45*! | 3&-1
Nc1nonc1-n1nnc(C(=O)N/N=C/c2ccccc2F)c1-c1cccs1 | -1 | 2 | -9 | -6 | 3.3 | -2 | -1
O=C(c1cccc(C(F)(F)F)c1)N1CCC2(CC1)NCCc1[nH]cnc12 | 2 | -1 | -6 | . | 0.4 | -1 | 7
CCS(=O)(=O)Nc1ccc2c(c1)C(=O)N(C)C[C@H](OC)[C@H](C)CN(C)[C@@H](C)CO2 | 1 | -2 | -1 | -5[16.7 µM] | -0.1 | 0 | -4
C=CCn1c(SCC(=O)Nc2ccc(S(N)(=O)=O)cc2)nnc1-c1cnccn1 | -1 | -2 | . | -13 | 1.0 | 8 | -10
O=C(NNC1=NS(=O)(=O)c2ccccc21)c1ccccc1 | 0 | -1 | 2 | 2 | 1.8 | 0 | 6
CC(NC(=O)c1cn(C)c2ccc(S(=O)(=O)N3CCCC3)cc2c1=O)c1ccccc1 (stereo not given) | -2 | 1 | -4 | -7 | 1.0 | -2 | 1
Cc1cccc(C2=NNC(=O)C(c3ccc(Cl)cc3)C2)c1 (stereo not given) | 9 | -1 | 5 | . | -3.0 | 3 | -3
COc1ccc(-c2nc3c4ccccc4ccn3c2Cc2ccc(C)cc2)cc1OC | 1 | 0 | -1 | 10 | 0.0 | -1 | .
CC(Cc1cccs1)N(Cc1ccc(Cl)cc1)C(=O)c1ccncc1 (stereo not given) | -1 | 1 | -2 | 0 | -1.7 | -1 | -4
Cc1ccc(CN2CCN(C3CCOCC3)CC2CCO)cc1 (stereo not given) | 1 | 4 | 1 | 2 | -0.8 | 2 | 0
CCCCn1c(N)c(N(CC(C)C)C(=O)c2ccc(S(=O)(=O)N(CC)c3ccccc3)cc2)c(=O)[nH]c1=O | 1 | 1 | -1 | -2 | 0.6 | -1 | 0
Cc1ccc(S(=O)(=O)N2CCCCC2)cc1NC(=O)CN1CCCC1c1cccs1 (stereo not given) | -9 | -5 | 1 | 6 | -2.2 | -2 | .
C[C@H]1CN([C@@H](C)CO)C(=O)Cc2cc(NS(=O)(=O)c3cccs3)ccc2O[C@@H]1CN(C)C(=O)Nc1ccc2c(c1)OCO2 | 0 | -1 | 0 | 4[16.7 µM] | 0.9 | 0 | 1
CN1c2ccc(Br)cc2[C@@H]2[C@@H](CCN2S(=O)(=O)c2ccccc2)[C@H]1CO | -2 | 116* | 1 | 0[16.7 µM] | -0.9 | -2 | 8
COc1cccc(NC(=O)C2CCN(S(=O)(=O)c3ccc4c(c3)NC(=O)C(C)S4)CC2)c1 (stereo not given) | -1 | -3 | -1 | 8 | -2.3 | 1 | -5
COCCN(CCOC)S(=O)(=O)c1ccc(C(=O)Nc2ccc(S(=O)(=O)Nc3nccc(C)n3)cc2)cc1 | 6 | 12 | -2 | . | 1.5 | 2 | 3
Cc1cc(=O)oc2cc(NC(=O)C3CCCC3)ccc12 | -2 | 10 | 1 | 5 | -0.8 | -1 | -42

Laid out differently: entries from further up
Under each structure: ERAP1 inh	DENV2 CPE rescue	ERp5 block	miR122 inh	F508del corr	CASP6 VEID inh	SIRT5 inh
Cc1cccc(C2=NNC(=O)C(c3ccc(Cl)cc3)C2)c1 (stereo not given)
 : 9	-1	5	.	-3.0	3	-3
COc1ccc(-c2nc3c4ccccc4ccn3c2Cc2ccc(C)cc2)cc1OC
 : 1	0	-1	10	0.0	-1	.
CC(Cc1cccs1)N(Cc1ccc(Cl)cc1)C(=O)c1ccncc1 (stereo not given)
 : -1	1	-2	0	-1.7	-1	-4
Cc1ccc(CN2CCN(C3CCOCC3)CC2CCO)cc1 (stereo not given)
 : 1	4	1	2	-0.8	2	0
CCCCn1c(N)c(N(CC(C)C)C(=O)c2ccc(S(=O)(=O)N(CC)c3ccccc3)cc2)c(=O)[nH]c1=O
 : 1	1	-1	-2	0.6	-1	0

Other structures:
SMILES | ERAP1 inh | DENV2 CPE rescue | ERp5 block | miR122 inh | F508del corr | CASP6 VEID inh | SIRT5 inh
CCCSc1nnc(NC(=O)CCc2ccccc2)s1 | 0 | 4 | 1 | -4 | -2.1 | -4 | -5
O=C(Nc1nnc([C@H]2C[C@H](O)[C@@H](CO)O2)s1)Nc1cccc(Cl)c1Cl | -5 | -6 | -5 | -3 | 3.3 | -1 | .
O=C1/C(=C/c2ccc3c(c2)OCO3)SC(=S)N1CCC(=O)N(CCO)c1ccccc1 | 6 | ? | 3 | -3 | 0.6 | -1 | 4
CC(Sc1nncs1)C(=O)NC1CCCCC1C (stereo not given) | -2 | 5 | 4 | . | -0.8 | -1 | -5
CCc1ccccc1NC(=S)N(CCOC)C(C)c1ccco1 (stereo not given) | -3 | 0 | 0 | -2 | 0.7 | -5 | -7
Cc1noc(C)c1NC(=O)N(C)C[C@H]1Oc2c(NS(=O)(=O)c3ccc(Cl)cc3)cccc2C(=O)N([C@H](C)CO)C[C@H]1C | 1 | 15 | 14 | 2[16.7 µM] | 0.5 | -3 | 2
O=[N+]([O-])c1cc(Cl)cc(C2=NCCN2)c1 | 6 | . | 0 | -4 | . | -2 | -4

Bioassay records from PubChem BioAssay.
